inhibitors of VEEV – inhibitors of VEEV TC-83 cytopathic effect, confirmation, Vero cells (AID 588727); inhibition, % at 20 µM, or IC50 in µM where a hit was titrated; 350,000 compounds, 0.13% hits; Vero cells, VEEV TC-83 cytopathic effect inhibition; higher % means a stronger effect; in the data active means a potency from the dose series; inconclusive means inhibition mostly from about 14% at the one dose, without a potency; inactive means the rest, 99 in 100 with inhibition below about 12%; further: strong numbers were not always called active
M. tuberculosis HTS – M. tuberculosis growth inhibition, HTS (AID 449762); inhibition, % at 25 µM, or IC50 in µM where a hit was titrated; 330,000 compounds, 0.59% hits; M. tuberculosis H37Rv growth inhibition, 7H9 media; higher % means a stronger effect; in the data active means a potency from the dose series; inconclusive means inhibition above about 70% without an active follow-up result;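 further: bacterial growth assessed after seven days of incubation; strong numbers were not always called active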
PhoP GFP inhibition – PhoP regulon inhibitors, Salmonella typhi PhoP promoter GFP reporter, confirmatory (AID 1850); Salmonella Typhi PhoP-promoter GFP reporter, fluorescence, 4 h; higher % means a stronger effect; one-dose inhibition, % at 50 µM; IC50 in µM for titrated hits; 310,000 compounds, 0.33% hits; in the data active means a potency from the dose series; inconclusive means inhibition mostly from about 25% at the one dose, without a potency; inactive means the rest, 99 in 100 with inhibition below about 19%;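 further: 0% = induced wells with vehicle and 100% = uninduced wells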
M. tuberculosis – growth inhibition of non-replicating M. tuberculosis (AID 488890) | Mycobacterium tuberculosis non-replicating, growth inhibition; higher % means a stronger effect | inhibition, % at 25 µM; hits with a dose series show IC50 in µM | 320,000 compounds, 0.39% hits; in the data active means a potency from the dose series; inconclusive means inhibition mostly from about 82% at the one dose, without a potency; inactive means the rest, 99 in 100 with inhibition below about 76%;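 further: plate controls were DMSO cells for no effect and high antibiotic wells for full effect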
influenza NS1A – NS1A inhibition, H1N1 influenza, cell based functional assay (AID 504329); NS1A functional cell-based assay, percent inhibition; higher % means a stronger effect; inhibition, % at 12.5 µM; hits with a dose series show IC50 in µM; 340,000 compounds, 0.3% hits; in the data active means a potency from the dose series; inconclusive means inhibition above about 27% without an active follow-up result; further: strong numbers were not always called active
inhibitors of VEEV 10K pilot screen – second read-out of inhibitors of VEEV, no call of its own (marks repeat the call); inhibition, %; measured here: 10K pilot screen inhibition
Starred values were filed as active, the others as inactive; i = inactive; ? = inconclusive; nt = no result given.

The opening 15 compounds (preview)
SMILES | inhibitors of VEEV | M. tuberculosis HTS | PhoP GFP inhibition | M. tuberculosis | influenza NS1A | others
COc1cc(N(Cc2ccccc2)Cc2ccccc2)c2ncn(C(C)C)c2c1 | i | -9% | nt | 51% | 5%
O=C(CCC(=O)c1ccc(F)cc1)Nc1cc(Cl)cc(Cl)c1 | 0.8% | 2% | 0% | 9% | 0% | inhibitors of VEEV 10K pilot screen=1.0
Cc1ccc(NC(=O)COC(=O)CCC(=O)c2cccs2)c(C)c1 | 0.5% | -1% | 1% | 7% | 2%
Cc1ccccc1OCC(=O)OCC(=O)Nc1cc(C(F)(F)F)ccc1N1CCOCC1 | i | 16% | -2% | 12% | 0%
CCC(=O)N(CC)C1=C(O)c2ccccc2C(=O)C1=O | 0.5% | -2% | -8% | 15% | -8%
COC(=O)c1ccc(CNC(=O)COC(=O)Cc2ccsc2)cc1 | 0.1% | 0% | 9% | -3% | 2%
COC(=O)Nc1ccc2c(c1)N(C(=O)CCN(C)C)c1ccccc1CC2 | i | 4% | 0% | 14% | -3%
CCC(CC)N1CCN(Cc2nc3ccc([N+](=O)[O-])cc3c(=O)n2-c2ccccc2F)CC1 | 22% | -4% | -4% | 5% | -4%
CC(C)(C)NS(=O)(=O)c1ccc(CCC(=O)NCc2ccco2)cc1 | i | -4% | 4% | 9% | -1%
Cc1ccnc(NC(=O)Nc2cccc(F)c2)n1 | 0.6% | 4% | 0% | -6% | 0%
Cc1nc2ccc(F)cc2cc1C(=O)NCC1CCCO1 (stereo not given) | 2.5% | nt | nt | nt | -20%
Cc1onc(-c2c(F)cccc2Cl)c1C(=O)Nc1nc2c(s1)CCCC2 | 8.9% | ? | -1% | 36% | 8%
Cc1ccc(C)c(-n2c(-c3csc(C)c3)n[nH]c2=S)c1 | 3.4% | -3% | -17% | nt | 5% | inhibitors of VEEV 10K pilot screen=3.0
CC1(C)CC2(CC(c3ccccc3F)c3ccc(O)c(O)c3O2)NC(=S)N1 (stereo not given) | 3.5% | -1% | 0% | 18% | 13%
CCOc1ccc(CNC(=O)C2CC(=O)N(C3CCCC3)C2)cc1OC (stereo not given) | i | -12% | -2% | -5% | -15%

Main list (from the top)
SMILES | inhibitors of VEEV | M. tuberculosis HTS | PhoP GFP inhibition | M. tuberculosis | influenza NS1A | others
COc1cc(N(Cc2ccccc2)Cc2ccccc2)c2ncn(C(C)C)c2c1 | i | -9% | nt | 51% | 5%
O=C(CCC(=O)c1ccc(F)cc1)Nc1cc(Cl)cc(Cl)c1 | 0.8% | 2% | 0% | 9% | 0% | inhibitors of VEEV 10K pilot screen=1.0
Cc1ccc(NC(=O)COC(=O)CCC(=O)c2cccs2)c(C)c1 | 0.5% | -1% | 1% | 7% | 2%
Cc1ccccc1OCC(=O)OCC(=O)Nc1cc(C(F)(F)F)ccc1N1CCOCC1 | i | 16% | -2% | 12% | 0%
CCC(=O)N(CC)C1=C(O)c2ccccc2C(=O)C1=O | 0.5% | -2% | -8% | 15% | -8%
COC(=O)c1ccc(CNC(=O)COC(=O)Cc2ccsc2)cc1 | 0.1% | 0% | 9% | -3% | 2%
COC(=O)Nc1ccc2c(c1)N(C(=O)CCN(C)C)c1ccccc1CC2 | i | 4% | 0% | 14% | -3%
CCC(CC)N1CCN(Cc2nc3ccc([N+](=O)[O-])cc3c(=O)n2-c2ccccc2F)CC1 | 22% | -4% | -4% | 5% | -4%
CC(C)(C)NS(=O)(=O)c1ccc(CCC(=O)NCc2ccco2)cc1 | i | -4% | 4% | 9% | -1%
Cc1ccnc(NC(=O)Nc2cccc(F)c2)n1 | 0.6% | 4% | 0% | -6% | 0%
Cc1nc2ccc(F)cc2cc1C(=O)NCC1CCCO1 (stereo not given) | 2.5% | nt | nt | nt | -20%
Cc1onc(-c2c(F)cccc2Cl)c1C(=O)Nc1nc2c(s1)CCCC2 | 8.9% | ? | -1% | 36% | 8%
Cc1ccc(C)c(-n2c(-c3csc(C)c3)n[nH]c2=S)c1 | 3.4% | -3% | -17% | nt | 5% | inhibitors of VEEV 10K pilot screen=3.0
CC1(C)CC2(CC(c3ccccc3F)c3ccc(O)c(O)c3O2)NC(=S)N1 (stereo not given) | 3.5% | -1% | 0% | 18% | 13%
CCOc1ccc(CNC(=O)C2CC(=O)N(C3CCCC3)C2)cc1OC (stereo not given) | i | -12% | -2% | -5% | -15%
CC1(C)CC(=O)C(C(O)c2ccccc2)C(C)(C)N1 (stereo not given) | 0.3% | 0% | -1% | -6% | 25%
COc1ccc(CNC(=O)C(c2ccc(C)o2)N(Cc2cccs2)C(=O)Cc2cccs2)cc1 (stereo not given) | i | -4% | 1% | 30% | 6%
CC(=O)c1ccc(C(=O)NC2CC(C)(C)Cc3c2cnn3-c2ccccc2)cc1 (stereo not given) | 6.7% | 2% | 8% | 17% | -2%
CCOc1ccc(-c2nnc3n2N=C(c2ccc(OC)cc2)CS3)cc1 | 1.7% | -1% | 1% | 2% | -7%
COC(=O)c1cn(C(=O)c2ccc(Cl)cc2)c2ccccc12 | 0.3% | 7% | -3% | 3% | -19%
CCC1=Nc2ccccc2-c2nnc(SC)nc2O1 | 1.7% | -2% | 6% | -10% | 2%
Cc1ccc(NC(=O)C(C)Sc2nnc(-c3cccnc3)n2-c2ccccc2)cc1 (stereo not given) | i | 3% | 2% | 9% | -1%
O=C(NC1CCCCC1)C(c1ccc(F)cc1)N(Cc1ccco1)C(=O)CN1C(=O)c2ccccc2S1(=O)=O (stereo not given) | 0.2% | -2% | 14% | -5% | 9%
CC1CN(C(=O)CCc2cc(C(C)(C)C)c(O)c(C(C)(C)C)c2)CC(C)O1 (stereo not given) | 0.1% | -13% | -3% | 3% | -3%
O=C(Nc1ccnn1C1CCN(C2CCCCC2)CC1)c1ccccc1 | 0.9% | -12% | 1% | -7% | 9%
C#CC[N+]1(C)[C@@H]2CC[C@H]1CC(OC(=O)C(CO)c1ccccc1)C2 (stereo not given in full) | 0.9% | 1% | -4% | -12% | -3%
O=C(NC1CCCC1)c1cc(-c2ccccc2)nc2ccccc12 | 1.9% | 4% | -1% | 53% | -8%
CCCn1c(SCC(=O)N2c3ccc(F)cc3CCC2C)nnc1-c1ccccn1 (stereo not given) | 5.5% | -11% | 8% | 13% | 1%
COCCn1nnnc1C(c1cc2ccc(C)cc2[nH]c1=O)N(Cc1ccco1)Cc1cccs1 (stereo not given) | 0.7% | -1% | 16% | 35% | 10%
CC1CCCCC12NC(=O)N(CC(=O)Nc1sc3c(c1C(N)=O)CCC3)C2=O (stereo not given) | 0.2% | 2% | 2% | 14% | 6%
CCN(C(=O)COC(=O)CCOc1cccc(C)c1)c1c(N)n(Cc2ccccc2)c(=O)[nH]c1=O | i | nt | nt | nt | -2%
C=CCNC(=O)CSc1nc2scc(-c3ccco3)c2c(=O)n1CC=C | 3.9% | 2% | 2% | 6% | -8%
O=C(CCN1C(=O)C2C3CCC(C3)C2C1=O)OCC(=O)c1ccccc1 (stereo not given) | 2.0% | 5% | -4% | -5% | -2%
c1ccc(CNc2ncnc3sc4c(c23)CCC4)nc1 | 4.8% | 5% | -7% | 5% | -2%
O=C(NCCOc1ccccc1)C1=CC=CN2CCS(=O)(=O)N=C12 | 7.2% | -8% | nt | 6% | 7%
O=C(CN1C(=O)c2ccccc2C1=O)NCc1ccc(N2CCOCC2)cc1 | 0.6% | 0% | 10% | -11% | 11%
Cc1ccc(C(=O)N2CC(=O)Nc3ccccc32)o1 | 0.2% | 3% | -3% | -1% | -4%
COc1ccc(-n2c(=O)c3ccccc3n(CC(=O)NCC3CCCO3)c2=O)cc1 (stereo not given) | 1.7% | -9% | -14% | -8% | 12%
N#Cc1c(C(F)(F)F)cc(-c2ccccc2)n(N)c1=O | 0.1% | 7% | 0% | 4% | -8%
CCOC(=O)C1CCN(S(=O)(=O)c2ccc3[nH]c(=O)c(=O)[nH]c3c2)CC1 | 0.1% | -3% | 3% | -6% | -4%
O=C(Nc1ccc2c(c1)OCCO2)c1ccc(Br)c(S(=O)(=O)N2CCOCC2)c1 | 7.4% | nt | nt | nt | -5%
Cc1cc(C)cc(N(C(=O)c2csnn2)C(C(=O)NC(C)(C)C)c2ccccn2)c1 (stereo not given) | i | 0% | 1% | 11% | 1%
O=C(COc1ccc2c(-c3ccccc3)cc(=O)oc2c1)NC1CCS(=O)(=O)C1 (stereo not given) | 0.4% | -9% | nt | -4% | 5%
Cc1ccc(NC(=O)c2ccncc2)cc1S(=O)(=O)N(C)C | 1.0% | 2% | 7% | -8% | -1% | inhibitors of VEEV 10K pilot screen=0.3
CCCCCCN=C(C)C1=C(O)C(C(=O)OC)C(C)(C)CC1=O (stereo not given) | i | -4% | -10% | 19% | -4%
Cc1ccc(O)c(NC(=O)Cc2ccc3ccccc3c2)c1 | 1.4% | 13% | -6% | 48% | 5%
CN(C)c1ccc(NC(=O)CN2C(=O)CN=C(c3ccccc3)c3cc(Cl)ccc32)cc1 | 1.7% | 0% | nt | 25% | 31µM*
C/C(=N\Nc1ccc([N+](=O)[O-])cc1)c1cc2ccccc2o1 | 3.5% | 14% | -15% | 8% | -2%

2 entries drawn at random from those above, as already listed:
SMILES | inhibitors of VEEV | M. tuberculosis HTS | PhoP GFP inhibition | M. tuberculosis | influenza NS1A | others
CCOc1ccc(-c2nnc3n2N=C(c2ccc(OC)cc2)CS3)cc1 | 1.7% | -1% | 1% | 2% | -7%
COc1ccc(-n2c(=O)c3ccccc3n(CC(=O)NCC3CCCO3)c2=O)cc1 (stereo not given) | 1.7% | -9% | -14% | -8% | 12%

Further entries
SMILES | inhibitors of VEEV | M. tuberculosis HTS | PhoP GFP inhibition | M. tuberculosis | influenza NS1A | others
O=C1c2ccccc2C(O)(c2ncc[nH]2)N1C1CCCCC1 (stereo not given) | 0.5% | -1% | -9% | 6% | 2% | inhibitors of VEEV 10K pilot screen=0.7
Nc1nc2c(ncn2-c2ccccc2)c(=O)[nH]1 | i | nt | nt | nt | -17%
CCc1n[nH]c(=S)n1/N=C/c1ccccn1 | 0.1% | 1% | 3% | 3% | -4%
c1ccc2c(c1)nnn2CNc1nccs1 | 0.4% | -7% | 1% | -19% | 1%
O=C(NCCc1c[nH]c2ccccc12)C(=O)NCC1OCCN1S(=O)(=O)c1cc(F)ccc1F (stereo not given) | 7.0% | -6% | 6% | 27% | 10%
CCCCCCC(=O)N(O)C1CC(=O)N(c2ccc(F)cc2)C1=O (stereo not given) | 7.3% | ? | -1% | ? | -1%
Cn1c(=O)c2c(nc(CN3CCN(C(=O)c4ccco4)CC3)n2Cc2ccccc2)n(C)c1=O | 0.4% | 1% | 8% | 1% | -1%
CC(C)Cn1c(N2CCN(C(=O)/C=C/c3ccccc3)CC2)nc2ccccc21 | 3.3% | 24µM* | -12% | 35% | -11%
O=C(Nc1cccc(C(=O)O)c1)/C(=C\c1ccco1)NC(=O)c1ccc(Br)o1 | 2.2% | -1% | 1% | -4% | 3%
CC1CCCC(C)N1C(=O)COC(=O)CNC(=O)C12CC3CC(CC(C3)C1)C2 (stereo not given) | 2.8% | -3% | 2% | 5% | -6%
O=C(Nc1ccc2c(c1)oc1ccc(S(=O)(=O)N3CCCC3)cc12)C1CC1 | 0.2% | 4% | 9% | 5% | 5%
CC(=O)Nc1ccc(C(=O)COC(=O)C2CCCCC2)c(F)c1 | 7.3% | -4% | nt | 33% | -3%
COC(=O)CSc1nc2ccccc2c(=O)n1C | 6.0% | 4% | -12% | -2% | -9%
O=C(NCCc1ccccc1)c1ccc(NC(=O)C2CCC2)cc1 | 0.1% | nt | nt | nt | -19%
Cc1nn(-c2ccccc2)c(C)c1NC(=O)COc1ccc(Cl)cc1Cl | 11% | 5% | -1% | -3% | -13%
CC[N+](CC)(CC#CCO)CC#Cc1ccccc1 | 3.3% | -6% | 1% | 34% | 10%
COc1ccc(S(=O)(=O)N2CCOC2CNC(=O)C(=O)NCc2ccc(F)cc2)cc1OC (stereo not given) | 7.1% | -2% | 1% | 9% | -6%
CC(=O)N1CCc2cc(S(=O)(=O)CCC(=O)NCc3ccc(F)cc3)ccc21 | 0.3% | 0% | -5% | 3% | 0%
CN1CCC(=O)N(CCOc2ccccc2)CC1 | 1.4% | -4% | 11% | 22% | 19µM*

Assay outcomes: PubChem BioAssay, Southern Research Specialized Biocontainment Screening Center
